# MITF act – activators of MITF-driven TRPM1 promoter reporter, primary screen, cell-based, SK-MEL-5, luciferase, single point; SK-MEL-5 TRPM1-promoter luciferase, 24 h; % of positive control, neutral wells = 0; activation, % at 12.5 µM; 0.75% of 300,000 active;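 active = mean activation of at least 80% with every replicate also reaching 80%; inconclusive = mean reaches 80% but some replicate falls short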;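 note: 0% = neutral control wells and 100% = parthenolide positive control wells; values of inactives mirror those of a sister screen read the other way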
# DSG3 Ab inh – inhibitors of pemphigus antibody binding to DSG3, primary screen, biochemical, bead-based, flow cytometry, scFv-GFP. Desmoglein-3 (Homo sapiens), P32926. DSG3-coupled beads, scFv-anti-DSG3-GFP binding; active compounds read low. binding (percent of control), % at 10 µM. 0.48% of 310,000 active;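 active = binding more than 3 SD below its plate's average and above zero; inconclusive = below that plate limit but binding exactly zero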;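 note: hits lower antibody fragment binding to DSG3; some compounds called inactive have numbers as strong as hits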
# PKA-R2B activ – activators of PKA-R2B holoenzyme, primary screen, biochemical, fluorescence polarization, Cy5-IP20, human; PKA-R2B holoenzyme dissociation; R2B truncated from residue 108, S112A mutant; 0% DMSO only, 100% 113 µM cGMP; activation, % at 11.4 µM; 0.079% of 340,000 active; AID 504700, 2011;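 active = activation above a cutoff set at the mean over all compounds plus 3 SD, cut at about 18% in these data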;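 note: higher means more holoenzyme dissociation and a rise in polarization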
# Target sequence (P31323 whole entry, looked up, other chains not shown, the tested form may be a part): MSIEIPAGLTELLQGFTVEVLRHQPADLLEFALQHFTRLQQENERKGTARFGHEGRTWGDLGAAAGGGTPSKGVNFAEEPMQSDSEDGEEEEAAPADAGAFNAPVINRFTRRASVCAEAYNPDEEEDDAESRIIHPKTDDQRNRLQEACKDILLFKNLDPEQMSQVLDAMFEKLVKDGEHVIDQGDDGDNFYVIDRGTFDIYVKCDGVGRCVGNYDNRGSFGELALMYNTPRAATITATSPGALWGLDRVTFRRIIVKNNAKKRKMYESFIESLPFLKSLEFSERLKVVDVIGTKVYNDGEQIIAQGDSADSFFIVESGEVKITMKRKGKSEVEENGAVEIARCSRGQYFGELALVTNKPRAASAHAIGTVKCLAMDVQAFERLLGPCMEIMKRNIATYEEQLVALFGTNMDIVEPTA
# SR-BI DiI inh – inhibitors of SR-BI mediated HDL lipid uptake, primary screen, ldlA[mSR-BI] cells, fluorescence, single point | AID 488896, 2010 | Scavenger receptor class B member 1 (Mus musculus), Q61009 | inhibition, % at 12.5 µM | ldlA[mSR-BI] CHO cells, DiI-HDL uptake fluorescence, 3 h | 0.96% of 320,000 active;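 active = mean replicate inhibition of at least 70% and a set share of replicates each scoring 70 or more; inconclusive = meets just one of the two criteria; inactive = fails both criteria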;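 note: 0% = median of neutral control wells and 100% = median of positive control wells; values of inactives mirror those of a sister screen read the other way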
# SUMO Mot1 rescue – yeast Mot1-301 growth rescue at high temperature, primary screen, SUMOylation pathway inhibitor project, S. cerevisiae, ATP luminescence, 38.5C; S. cerevisiae Mot1-301 growth rescue; percent above DMSO median, 100 means doubled; growth rescue, % at 18.8 µM; 1% of 320,000 active;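 active = every valid replicate shows activation above 250% relative to neutral control wells; inactive = the rest, any valid replicate at or below 250%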;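 note: OY570 slx delta 5 strain wells were the positive control but not used for scaling; some compounds called inactive have numbers as strong as hits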
# SR-BI uptake up – activators of SR-BI mediated DiI-HDL uptake, primary screen, ldlA[mSR-BI] CHO cells, DiI fluorescence; 3 h; 100 = double the neutral-control signal; AID 504775, 2011; activation, % at 12.5 µM; 0.096% of 320,000 active;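 active = mean replicate activation of at least 60% and every replicate at or above 60%; inconclusive = mean or all-replicate condition met, but not both; inactive = mean below 60% and not all replicates reaching 60%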;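 note: 0% = median plate neutral-control signal and 100% = twice that signal; values of inactives mirror those of a sister screen read the other way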
#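 Material: SR-BI-overexpressing, LDLR-lacking CHO cells; schedule: compound exposure 3 h, 37 °C; reagent: DiI-labelled HDL at 10 µg/mL final; technique: bottom-read fluorescence, 550/595 nm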
# CDK5 inh – inhibitors of human CDK5/p35 kinase, primary screen, biochemical, single concentration; Cyclin-dependent kinase 5 (Homo sapiens) + Cyclin-dependent kinase 5 activator 1 (Homo …; Recombinant CDK5/p35, ADP-Glo luminescence, 60 min; inhibition, % at 10 µM; 0.01% of 330,000 active;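 active = highest replicate inhibition of at least 50% and at least 75% of replicates reaching 50%; inconclusive = only one of the two criteria met; inactive = both criteria failed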;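 note: plate controls were DMSO neutral control for no effect and GW8510 at 10 µM for full effect; many of its hits are not listed in these tables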
# Target sequence (Q00535 whole entry, looked up): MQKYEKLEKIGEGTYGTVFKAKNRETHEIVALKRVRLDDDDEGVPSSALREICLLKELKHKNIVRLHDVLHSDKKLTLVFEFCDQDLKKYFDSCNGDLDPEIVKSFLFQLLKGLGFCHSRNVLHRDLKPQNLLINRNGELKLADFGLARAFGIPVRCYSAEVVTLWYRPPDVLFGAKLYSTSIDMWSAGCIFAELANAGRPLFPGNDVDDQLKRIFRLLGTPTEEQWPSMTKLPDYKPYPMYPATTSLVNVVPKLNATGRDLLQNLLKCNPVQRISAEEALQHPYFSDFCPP
# Target sequence (Q15078 whole entry, looked up): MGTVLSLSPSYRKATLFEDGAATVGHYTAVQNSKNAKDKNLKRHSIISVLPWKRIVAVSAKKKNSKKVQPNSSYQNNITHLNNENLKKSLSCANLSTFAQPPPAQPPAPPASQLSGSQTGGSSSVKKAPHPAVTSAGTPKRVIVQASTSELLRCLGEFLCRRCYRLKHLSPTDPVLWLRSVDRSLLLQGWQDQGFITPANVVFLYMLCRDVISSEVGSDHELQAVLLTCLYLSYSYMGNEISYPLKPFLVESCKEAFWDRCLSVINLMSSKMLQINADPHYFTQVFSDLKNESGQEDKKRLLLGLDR
# PKA-R1A activ – activators of PKA-R1A holoenzyme, primary screen, biochemical, fluorescence polarization, Cy5-IP20, bovine R1A, mouse PKAc | PKA-R1A dissociation; scaled: DMSO 0%, 113 µM cGMP 100% | AID 504707, 2011 | 0.083% of 340,000 active | cAMP-dependent protein kinase type I-alpha regulatory subunit (Bos taurus) + … | activation, % at 11.4 µM;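 active = percent activation above the mean of all tested compounds plus 3 SD, cut at about 19% in these data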;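 note: higher means more PKAc released from R1A so a rise in polarization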
# dFosB activator – activators of delta FosB homodimer, primary screen, biochemical, fluorescence polarization, TAMRA-CDK5 oligo, single point. Protein FosB (Mus musculus), P13346. purified delta FosB; percent of positive-control signal above neutral wells. activation, % at 25 µM. 0.99% of 340,000 active;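 active = mean activation above about 17%, with every replicate also reaching it, limit read from the data, passing the limit was not always enough; inconclusive = only one of the two conditions met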;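 note: fluorescence polarization rise as delta FosB binds a TAMRA Cdk5 AP-1 oligo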
# Arr AP2 block – inhibitors of beta-arrestin/AP2 binding, primary screen, biochemical, GPCR trafficking, flow cytometry. beta-arrestin 1 C-terminal peptide binding to AP2 beta2-adaptin appendage (human). FITC-arrestin peptide / GST-AP2 beads; AP2 beta2 appendage carries R879A mutation. inhibition, % at 10 µM. 0.31% of 340,000 active. AID 504490, 2011;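 active = inhibition above a set limit, near 3 SD of compounds lacking own fluorescence, cut at about 54% in these data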;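 note: plate controls were DMSO wells for no effect and 5 µM unlabelled arrestin peptide for full effect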
#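 System: GST-AP2 R879A bound to glutathione beads, E. coli-expressed. Also added: 50 nM FITC-arrestin peptide. Schedule: compound with beads 12 min RT, then probe 1 h RT. Signal: bead flow cytometry, FITC channel. Read-out basis: percent response.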
# NSD2 HMT inh – NSD2 histone methyltransferase inhibitors, primary screen, biochemical, AlphaScreen, single concentration, set 2 | NSD2 peptide methylation, 120 min | inhibition, % at 12.5 µM | Histone-lysine N-methyltransferase NSD2 (Homo sapiens), O96028 | 0.54% of 310,000 active; in the data active = inhibition above about 50%
# Numbers without * were called inactive; i = inactive; ? = inconclusive; . = not tested or not shown.
MITF act	SMILES	DSG3 Ab inh	PKA-R2B activ	SR-BI DiI inh	SUMO Mot1 rescue	SR-BI uptake up	CDK5 inh	PKA-R1A activ	dFosB activator	Arr AP2 block	NSD2 HMT inh
66	COc1ccccc1N=c1oc2c(OC)cccc2cc1C(=O)NCc1ccco1	104	3	11	-8	-11	0.1	4	4	9	.
.	CC(NC(=S)NC1CCCCC1)c1ccccc1 (configuration not stated)	111	2	28	-2	-28	-1.3	-6	-5	3	-2
-21	COc1ccc(-c2cc(C)no2)cc1S(=O)(=O)N1CCN(c2cccc(C)c2)C(C)C1 (configuration not stated)	100	2	31	69	-31	-0.3	-1	-11	-9	-2
3	C/C=C(/C)C(=O)Nc1cccc(C2=NOC3(C2)C[C@@H](C(N)=O)N(C(=O)c2ccc(OC)cc2)C3)c1 (some centres not stated)	104	-7	13	2	-13	0.0	-5	-2	-4	.
5	CN(C)CCCNC(=O)c1cc(C(=O)c2cccc(Cl)c2Cl)c[nH]1	93	-9	-4	8	4	1.7	-11	3	9	4
-9	COC(=O)CCC(=O)N1CCCC(CO)(Cc2ccccc2C)C1 (configuration not stated)	101	-12	1	-5	-1	-0.7	-10	3	-2	-4
32	O=C(CSc1nnc(NC(=O)c2ccccc2F)s1)Nc1ccccc1F	100	-6	-10	-6	10	2.4	-7	7	37	-1
-4	O=C(N/N=C/c1ccc[nH]1)c1ccccc1OCc1ccc(F)cc1	98	4	.	69	.	-0.2	8	-10	-7	-4
3	Cc1ccc(CN2C(=O)c3ccccc3Sc3ccc(C(=O)NCCCN4CCOCC4)cc32)cc1	103	1	-14	289	14	-4.1	2	-12	-16	1
4	O=C(Cc1ccccc1Cl)Nc1nc2ccccc2[nH]1	104	12	-6	3	6	1.4	0	3	5	.
-24	Clc1ccccc1Nc1nnc(-c2ccncc2)s1	.	6	-27	139	27	4.8	-10	-15	1	-1
3	COc1ccc(CC(=O)OCc2cc3ccccc3[nH]c2=O)cc1	104	-3	-7	1	7	0.6	-3	1	3	1
7	O=C(CC1SC(N2CCCCC2)=NC1=O)Nc1ccc(C(=O)O)cc1 (configuration not stated)	97	-10	-22	1	22	0.8	4	7	12	-2
-5	CC1=CC(C)(C)N=C(NC#N)N1	103	-9	-8	-3	8	1.5	-6	-1	-4	-1
.	CC1(C(=O)N2CCN(Cc3ccccc3Cl)CC2)CC1(Cl)Cl (configuration not stated)	122	-5	2	i	-2	-0.2	2	-3	4	-1
71	COc1cc(OC)cc(C(=O)Nc2nc3ccccc3[nH]2)c1	101	-3	48	.	-48	1.6	2	1	-6	7
-44	O=C(NCc1ccccc1Br)c1cccc2c1C(=O)c1ccc(-c3ccc(OC(F)(F)F)cc3)cc1S2(=O)=O	94	4	8	-1	-8	0.3	-10	-3	8	.
8	O=C(C1=C[C@H](C2CC2)C[C@H](OCCCCO)O1)N1CCN(Cc2ccc3c(c2)OCO3)CC1	100	2	1	5	-1	3.3	3	1	6	.
0	CCCc1nc(SCC(=O)N2CCC(Cc3ccccc3)CC2)c2c(=O)n(C)c(=O)n(C)c2n1	105	-8	-24	i	24	0.6	-10	3	10	.
1	N#Cc1cccc(NC(=O)c2cncn2-c2ccccc2)c1	103	4	.	216	.	1.5	0	5	25	-2
97*	c1ccc(-c2noc(COc3ccc4c(c3)OCO4)n2)cc1	101	4	-13	-4	13	0.4	-4	-2	-3	1
.	CC(=O)c1ccc(N/N=C2/CCCNC2=O)cc1	98	.	-4	3	4	-3.3	.	-1	0	-4
6	CCCN1C2=C(C(=O)CCC2)C(c2ccc(O)c(Br)c2)C2=C1CCCC2=O	100	8	31	-14	-31	2.4	3	-12	5	2
-12	Cc1c(N=C2C(=O)Nc3ccccc32)c(=O)n(-c2ccccc2)n1C	97	-3	.	-8	.	-1.4	3	1	6	.
-26	COc1ccc(CN(C)c2ncnc3sccc23)c(OC)c1OC	95	1	1	-35	-1	-1.4	-4	-1	10	-1

# Not a retest: an excerpt of the list.
MITF act	SMILES	DSG3 Ab inh	PKA-R2B activ	SR-BI DiI inh	SUMO Mot1 rescue	SR-BI uptake up	CDK5 inh	PKA-R1A activ	dFosB activator	Arr AP2 block	NSD2 HMT inh
6	CCCN1C2=C(C(=O)CCC2)C(c2ccc(O)c(Br)c2)C2=C1CCCC2=O	100	8	31	-14	-31	2.4	3	-12	5	2
-12	Cc1c(N=C2C(=O)Nc3ccccc32)c(=O)n(-c2ccccc2)n1C	97	-3	.	-8	.	-1.4	3	1	6	.
-26	COc1ccc(CN(C)c2ncnc3sccc23)c(OC)c1OC	95	1	1	-35	-1	-1.4	-4	-1	10	-1

# Following part:
MITF act	SMILES	DSG3 Ab inh	PKA-R2B activ	SR-BI DiI inh	SUMO Mot1 rescue	SR-BI uptake up	CDK5 inh	PKA-R1A activ	dFosB activator	Arr AP2 block	NSD2 HMT inh
76	Cn1cc(Cl)c(/C(N)=N/OC(=O)c2ccccc2C(F)(F)F)n1	104	-5	-1	-9	1	0.2	3	-7	24	.
-11	Cc1cc2oc(=O)cc(CN3CCN(Cc4ccccc4)CC3)c2cc1C	101	-2	-23	.	23	0.6	-5	5	32	-2
6	NC(=O)CC(NC(=O)Cc1ccc(Br)cc1)c1ccc(NC2CCCCCCC2)c([N+](=O)[O-])c1 (configuration not stated)	102	-1	-4	.	4	2.5	-10	-6	-9	.
-5	CC1=CC2=NC(=O)/C(=C\c3cccn3CCOc3cc(C)cc(C)c3)C(=N)N2O1	110	-1	42	1	-42	0.7	1	3	7	-1
-7	COCCNS(=O)(=O)c1ccc2c3c(cccc13)C(=O)N2C	103	1	-7	-4	7	0.8	-3	-5	1	0
7	COC(=O)CC1C(=O)NCCN1C(=O)c1cc(OC)c(OC)cc1OC (configuration not stated)	105	3	-12	4	12	-0.7	-8	-3	-6	-2
5	CC(C)(O)P(C)(=O)c1ccccc1 (configuration not stated)	108	2	-24	-7	24	2.6	4	-4	1	0
-5	Cc1cccc(CC(=O)NCCN2CCOCC2)c1	100	-4	3	1	-3	0.7	-5	1	28	-1
1	Cc1nn(-c2ccccc2)c(=S)c2ccccc12	96	1	-9	-17	9	-1.2	5	-2	2	7
0	COc1ccc(NC(=O)CSc2nnc(C3CCCCC3)o2)c(OC)c1	.	-2	-20	-19	20	-1.0	5	-3	-1	0
-28	CCOC(=O)c1[nH]c2ccc(OC)cc2c1NC(=S)N1CCN(c2ccccc2OC)CC1	.	-1	?	6	-71	2.4	2	-10	3	3
-2	O=C(O)CCNS(=O)(=O)c1ccccc1Br	104	3	2	24	-2	1.4	-10	7	-41	-2
56	N/C(Cc1cccs1)=N\OC(=O)COc1ccccc1Cl	91	12	-26	-6	26	0.4	-12	2	-2	.
-72	Cc1cc(C)n(-c2nc(N(c3ccccc3)c3ccccc3)nc(-n3nc(C)cc3C)n2)n1	102	-14	-48	-7	48	-0.9	-7	-7	11	.
.	Cc1ccc(-c2nc(CS(=O)CC(=O)NCCN(CC(C)C)CC(C)C)c(C)o2)cc1 (configuration not stated)	101	1	36	-18	-36	3.1	9	-6	9	0
9	CC(OC(=O)c1cccn1C)C(=O)Nc1ccc2c(c1)OCO2 (configuration not stated)	85	-3	4	.	-4	0.3	0	-2	14	.
-2	Cc1cc(F)ccc1S(=O)(=O)Nc1ccccc1C(=O)N1CCCC1	.	4	-12	4	12	-0.6	-4	-3	9	0
2	CCOc1ccccc1N(CC(=O)N1CCc2ccccc2C1)S(C)(=O)=O	114	2	0	-2	0	1.0	-2	-8	7	0
-1	Cn1c(Cn2c(=O)sc3ccccc32)nnc1SCc1ccc(F)cc1	109	0	-5	-23	5	0.9	-5	10	9	.
.	CC(OCC(O)CN1CCCCC1CCO)c1ccc(Cl)cc1 (configuration not stated)	111	-4	.	1	.	-0.8	-4	7	-2	-2
29	Cc1cc(C)n(CC(=O)NC2CCCc3c2cnn3-c2ccc(C)c(C)c2)n1 (configuration not stated)	92	2	?	4	-72	-1.2	-6	-11	-5	-3
0	COc1cc(C)c(N)cc1C(C)C	80	7	1	3	-1	-0.7	3	-1	25	3
4	CC(C)COc1cccc(C(=O)Nc2ccc(CN3CCOCC3)cc2)c1	117	-16	32	-10	-32	0.2	-2	-6	23	39
42	CN(C)c1cccc(C(=O)NNC(=O)C23CC4CC(CC(C4)C2)C3)c1	112	-7	26	-4	-26	-4.9	5	-1	-2	2
7	C/C(=N\NC(=O)c1nonc1N)c1cccs1	118	6	-8	.	8	-0.5	2	1	4	-4
3	O=C(NCc1cccs1)C1CC(O)CN1C(=O)Nc1ccccc1 (configuration not stated)	104	-7	-12	9	12	0.8	0	3	8	-1
4	CCc1cccc(CC)c1NC(=O)Cn1c(-c2ccc(F)cc2)noc1=O	103	-7	-6	27	6	-2.0	-8	0	17	-4
-4	CC(=O)c1ccc(Nc2cc(C)nc3ncnn23)cc1	93	11	-18	-17	18	2.9	2	-7	33	-1
12	Cc1ccc(S(=O)(=O)N2CCN(C(=O)CSc3ccccn3)CC2)c(C)c1	101	-5	6	-12	-6	1.3	4	-1	4	2
.	O=C(c1ccncc1)N1CCN(S(=O)(=O)c2ccc3ccccc3c2)CC1	102	4	-4	0	4	3.0	-4	-6	-3	-1
.	Cc1cccc(OCc2nnc(SCC(=O)Nc3sc(C)c(C)c3C#N)n2C)c1	.	5	21	-1	-21	1.5	-11	-8	21	-1
5	Cc1nc(C)c(-c2ccc(SCC(=O)Nc3cccc(Cl)c3)nn2)s1	118	-4	14	8	-14	0.3	-8	10	23	0

# Assay outcomes from PubChem.
